EphB4 antag = EphB4-ephrin-B2 interaction antagonists, primary screen, biochemical, TNYL-RAW peptide probe, fluorescence polarization; Ephrin type-B receptor 4 (Homo sapiens), P54760; AID 720, 2007; inhibition, % at 7 µM; EphB4 LBD / TNYL-RAW-Alexa532 peptide; actives 0.15% (n = 97,000);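 active means inhibition above the screen-wide mean inhibition plus 3 SD, cut at about 15% in these data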;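 further: 0% = DMSO wells and 100% = excess unlabeled TNYL-RAW peptide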
Target sequence (P54760 whole entry, looked up, the tested form may be a part): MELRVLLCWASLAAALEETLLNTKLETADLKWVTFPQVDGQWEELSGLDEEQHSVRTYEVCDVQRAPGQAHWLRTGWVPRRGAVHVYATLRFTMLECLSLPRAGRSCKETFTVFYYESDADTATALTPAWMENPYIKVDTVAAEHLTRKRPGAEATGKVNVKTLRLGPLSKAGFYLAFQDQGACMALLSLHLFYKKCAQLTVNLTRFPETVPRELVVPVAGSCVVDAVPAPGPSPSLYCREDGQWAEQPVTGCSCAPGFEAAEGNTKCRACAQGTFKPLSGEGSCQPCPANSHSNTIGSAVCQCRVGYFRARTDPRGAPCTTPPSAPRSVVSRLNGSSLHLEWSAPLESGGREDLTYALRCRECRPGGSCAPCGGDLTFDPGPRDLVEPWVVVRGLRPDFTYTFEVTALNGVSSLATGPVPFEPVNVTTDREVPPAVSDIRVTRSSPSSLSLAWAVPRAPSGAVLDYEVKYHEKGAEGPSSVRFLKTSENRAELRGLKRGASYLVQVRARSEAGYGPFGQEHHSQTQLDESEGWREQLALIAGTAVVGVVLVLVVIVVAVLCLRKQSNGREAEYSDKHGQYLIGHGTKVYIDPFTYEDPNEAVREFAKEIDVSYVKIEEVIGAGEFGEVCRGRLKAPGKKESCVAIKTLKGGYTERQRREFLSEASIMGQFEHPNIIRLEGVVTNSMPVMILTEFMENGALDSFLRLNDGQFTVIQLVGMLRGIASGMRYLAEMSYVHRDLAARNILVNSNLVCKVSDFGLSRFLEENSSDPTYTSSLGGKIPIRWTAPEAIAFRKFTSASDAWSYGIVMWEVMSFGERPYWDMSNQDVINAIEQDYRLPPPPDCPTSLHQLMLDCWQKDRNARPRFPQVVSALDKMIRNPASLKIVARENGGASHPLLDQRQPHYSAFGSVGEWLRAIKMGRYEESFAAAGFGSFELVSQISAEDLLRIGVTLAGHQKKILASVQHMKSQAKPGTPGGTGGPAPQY
PTK2B oligo ant = antagonists of Pyk2 self-association, primary screen, Q293 cells, FERM NanoBiT luminescence, HTS; actives 0.83% (n = 99,000); Protein-tyrosine kinase 2-beta (Homo sapiens), Q14289; z-score (the deposit names both 25 µM and 10 µM); stronger effect = lower value;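 active means Z-score of -3 or lower, scaled per plate to the spread of control and sample wells; inactive means z-score above -3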;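 further: negative z-score means lost luminescence so less FERM oligomerization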
Numbers without * were called inactive. An excerpt, so the mix of outcomes need not match the whole.

Below each SMILES – EphB4 antag | PTK2B oligo ant
- O=C(CSc1nnc(-c2ccccc2)c(-c2ccccc2)n1)NCc1ccco1
→ 0.8 | 0.09
- CCCCCCCC(=O)N/N=C(\C)c1cccnc1
→ -1.0 | -0.33
- CCCOc1ccc(C(O)(CCC)CCN2CCCCC2)cc1 (stereo unspecified)
→ -1.8 | -0.07
- CN(/N=C/c1cccs1)c1cc(=O)n(C)c(=O)[nH]1
→ -16.4 | 0.54
- COC(=O)c1cc(=O)cc(C(=O)OC)o1
→ -3.7 | 1.68
- CCn1nnnc1SCC(=O)Nc1nc2ccc(OC)cc2s1
→ 0.4 | 0.45
- COc1ccc(NC(=O)CCN2CCCC2)c(OC)c1
→ 10.2 | -0.37
- Cc1cccc(Nc2nc(N)nc(CN3CCN(c4ccccc4F)CC3)n2)c1
→ -8.2 | -0.42
- COCCCn1c(SCC(=O)Nc2ccc(NC(=O)c3ccco3)c(OC)c2)nc2ccccc2c1=O
→ 10.3 | -0.15
- O=C(Nc1ccccc1)c1cc2ccccc2o1
→ -1.4 | 0.79
- CCOc1ccc2nc3ccc4[nH]onc4c3c2c1
→ -1.8 | -0.8
- Cc1cc(C)cc(N2CCCC2=O)c1
→ -3.8 | 0.25
- Cc1cccc(-c2c3c(=O)n(C)c(=O)n(C)c3c3nnc4ccccc4n23)c1
→ 4.7 | 0.39
- Cc1ccc2cc(CN(CCCN3CCOCC3)C(c3nnnn3Cc3ccco3)C(C)C)c(=O)[nH]c2c1C (stereo unspecified)
→ 4.0 | 0.15
- O=C(NC1CCCC1)C(c1ccccc1)N(C(=O)c1ccco1)C1CCCC1 (stereo unspecified)
→ 3.9 | -1.81

Molecules above containing an aryl thioether with sulfur outside any ring, in the order listed:
Below each SMILES – EphB4 antag | PTK2B oligo ant
- O=C(CSc1nnc(-c2ccccc2)c(-c2ccccc2)n1)NCc1ccco1
→ 0.8 | 0.09
- CCn1nnnc1SCC(=O)Nc1nc2ccc(OC)cc2s1
→ 0.4 | 0.45
- COCCCn1c(SCC(=O)Nc2ccc(NC(=O)c3ccco3)c(OC)c2)nc2ccccc2c1=O
→ 10.3 | -0.15

Continued.
Below each SMILES – EphB4 antag | PTK2B oligo ant
- COC(=O)c1sccc1NC(=O)C12CC3CC(CC(C3)C1)C2
→ 2.4 | -0.34
- CC1CCCN(C(=O)C2CCN(CC(C)c3ccccc3)CC2)C1 (stereo unspecified)
→ 7.9 | -0.23
- CCOc1ccc2c(c1)sc1nc(C(=O)OC)cc(=O)n12
→ 3.8 | -0.18
- COc1ccc(C(=O)Nc2c(Cl)cc(Cl)cc2C(=O)NCCN2CCOCC2)cc1
→ 3.8 | -0.32
- Cc1ccc(C(=O)COC(=O)CSc2cccc3cccnc23)c(C)c1
→ 9.6 | 0.89
- CC1CCCCN1C(=O)c1cc2nc(-c3ccccc3)cc(-c3ccccc3)n2n1 (stereo unspecified)
→ 0.8 | -2.41
- CCCCCn1c(=O)c(Cc2ccccc2)c(O)c2ccccc21
→ 1.6 | -1.44
- COc1cccc(C2CN(c3ccc(F)cc3F)N=C2c2cccs2)c1OC (stereo unspecified)
→ -9.5 | -2.22
- O=C(Cn1cnc([N+](=O)[O-])c1)Nc1cc(Oc2ccc(Cl)cc2Cl)cc([N+](=O)[O-])c1
→ -1.1 | 1.68
- Cc1ccc(NC(=O)CCSc2nnc(C)s2)cc1
→ 5.2 | 1.53
- COc1cc2c(cc1OC)C(c1cc(OC)c(OC)c(OC)c1)NCC2 (stereo unspecified)
→ -4.7 | -0.12
- COC(=O)c1ccccc1NC(=O)c1ccc2c(c1)C(=O)N(Cc1ccco1)C2=O
→ 2.9 | 1.34
- CCN1CCN(C(c2ccccc2)c2nnnn2Cc2ccccc2)CC1 (stereo unspecified)
→ -1.6 | -0.2
- Cc1nc2ccc3nc(NC(=O)c4ccco4)sc3c2s1
→ 5.3 | 0.09
- CC1(C)CC(=O)C=C(NNC(=O)C2CCCCC2)C1
→ -4.9 | -0.18
- O=C1CC(C(=O)O)C2(CCCC2)O1 (stereo unspecified)
→ 4.8 | -0.35
- O=C(NCc1ccco1)C(c1ccccc1)N(Cc1ccccc1)C(=O)Cn1nnc2ccccc21 (stereo unspecified)
→ -2.2 | -4.13*
- O=C(NC1CCCCC1)C(c1cccs1)N(Cc1cccs1)C(=O)c1cccs1 (stereo unspecified)
→ -6.0 | -3.93*
- Cc1oc(C(C)(C)C)cc1C(=O)N1CCCC1C(=O)O (stereo unspecified)
→ -0.7 | -0.2
- CCC1CCCCN1CCNC(=O)CCS(=O)(=O)c1ccc(Br)cc1 (stereo unspecified)
→ 1.4 | -0.56
- Cc1ccc(C)c(S(=O)(=O)NCc2ccc(C(=O)NCc3ccco3)cc2)c1
→ 2.3 | -0.59
- O=C(CCNC(=O)Cn1ccc2ccccc2c1=O)NCCN1CCN(c2ccccc2F)CC1
→ -1.7 | 1.09
- O=C(Nc1c(C(=O)Nc2cccc3ccccc23)cnn1-c1ccccc1)c1ccco1
→ -1.1 | -1.68
- O=C(Nc1ccccc1N1CCCC1)c1cccnc1
→ -3.2 | 0.27
- Cc1ccc(OCCn2c(=O)cnc3ccccc32)cc1
→ -1.9 | 0.58
- O=[N+]([O-])c1ccc(NNC(=S)Nc2ccc(F)cc2)cc1
→ 2.1 | -0.61
- Cc1onc(-c2ccccc2Cl)c1C(=O)Nc1ccc(OCC(=O)N2CCOCC2)cc1
→ -4.2 | 0.83
- CCOC(=O)CCSc1nc(C)c2cc(C)c(C)cc2n1
→ 0.4 | 0.1
- O=C(CN1CCCCC1)N1CCCc2c1c(=O)oc1ccc(OCc3ccccc3)cc21
→ 7.2 | -0.52
- COc1ccc2c(c1)SCC(=O)N2C
→ 1.4 | 1.1
- CCn1c(SCc2nc3ccccc3c(=O)[nH]2)nc2ccccc2c1=O
→ 3.9 | -0.91
- Cc1ccc(OCC(=O)Nc2cccc3c2CCCC3)cc1C
→ -7.1 | 0.24
- O=C(NCc1ccc2c(c1)OCO2)C1(S(=O)(=O)c2ccccc2)CC1
→ 5.0 | -0.03
- CC(=O)NNc1ccc(C(F)(F)F)cc1[N+](=O)[O-]
→ -2.0 | 0.22
- c1coc(CNCc2cccs2)c1
→ -6.2 | 0.3
- COc1ccc(CCNC(=O)Cn2cnc3c(nnn3Cc3ccc(C)cc3)c2=O)cc1OC
→ 5.5 | 0.79
- COc1cccc(C(C(=O)NC2CCCC2)N(Cc2ccccc2OC)C(=O)c2ccco2)c1 (stereo unspecified)
→ 4.3 | -1.41
- COc1ccc(C2(NC(C)=O)CCN(C(=O)c3cccs3)CC2)cc1
→ 0.2 | -0.14
- Cc1ccc(C(=O)CCC(=O)Nc2cccc(C(F)(F)F)c2)cc1C
→ 3.5 | 0.59
- Cc1ccc(C(=O)N2CCC(C(=O)NCc3cccnc3)CC2)cc1
→ -0.8 | 0.36
- Cc1ccccc1OCc1nc2ccccc2c(=O)n1/N=C/c1ccco1
→ 1.7 | -0.72
- CCCCC(=O)C1=C(N2CCCC2)CC(C)(C)CC1=O
→ 2.8 | -0.02
- Cc1ccc(SCCC(=O)NC(C)(C)C)cc1
→ -5.3 | 0.34
- CC(C)(C)NC(=O)C(c1ccc(O)cc1)N(Cc1ccco1)C(=O)Cn1nnc(-c2cccs2)n1 (stereo unspecified)
→ -1.8 | -0.02
- CCc1nc(SCC(=O)N2CCc3cc(OC)c(OC)cc3C2)c(C#N)cc1C
→ 5.6 | 0.32
- O=C(CO/N=C/c1ccccc1)N1c2ccccc2Oc2ccccc21
→ 4.7 | 0.1
- Cc1nc2ccccc2c2nc(N)nn12
→ 8.8 | 1.36
- Cc1csc(=NC(=O)c2ccccc2)n1C
→ -6.9 | 0.16
- CN1CCN(C(=S)c2ccc(OCC(=O)Nc3cccc(C(F)(F)F)c3)cc2)CC1
→ -0.7 | 0.61
- CC1CCCCN1C(=O)Cn1cc(C#N)c2ccccc21 (stereo unspecified)
→ -1.3 | -0.51
- COc1cc(-c2[nH]nc3c2C(c2ccoc2)C(C#N)=C(N)O3)cc(OC)c1OC (stereo unspecified)
→ 8.4 | 0.3
- CCCCC(c1nnnn1CCOC)N1CCN(CC)CC1 (stereo unspecified)
→ -3.9 | 0.01
- COc1ccc(NC(=O)C2CCCO2)cc1 (stereo unspecified)
→ -9.1 | 0.3

Arranged by value in EphB4 antag (high to low): 7 from the list above
Below each SMILES – EphB4 antag | PTK2B oligo ant
- Cc1ccc2cc(CN(CCCN3CCOCC3)C(c3nnnn3Cc3ccco3)C(C)C)c(=O)[nH]c2c1C (stereo unspecified)
→ 4.0 | 0.15
- COc1ccc(C(=O)Nc2c(Cl)cc(Cl)cc2C(=O)NCCN2CCOCC2)cc1
→ 3.8 | -0.32
- CCOC(=O)CCSc1nc(C)c2cc(C)c(C)cc2n1
→ 0.4 | 0.1
- CN1CCN(C(=S)c2ccc(OCC(=O)Nc3cccc(C(F)(F)F)c3)cc2)CC1
→ -0.7 | 0.61
- O=C(CCNC(=O)Cn1ccc2ccccc2c1=O)NCCN1CCN(c2ccccc2F)CC1
→ -1.7 | 1.09
- CCCOc1ccc(C(O)(CCC)CCN2CCCCC2)cc1 (stereo unspecified)
→ -1.8 | -0.07
- Cc1onc(-c2ccccc2Cl)c1C(=O)Nc1ccc(OCC(=O)N2CCOCC2)cc1
→ -4.2 | 0.83

Laid out differently: results already given.
> COc1ccc(NC(=O)C2CCCO2)cc1 (stereo unspecified)
  EphB4 antag: -9.1 | PTK2B oligo ant: 0.3
> CCCCC(c1nnnn1CCOC)N1CCN(CC)CC1 (stereo unspecified)
  EphB4 antag: -3.9 | PTK2B oligo ant: 0.01

Ordered by molar mass (ascending): some entries from above.
Below each SMILES – EphB4 antag | PTK2B oligo ant
- O=C(NCc1ccc2c(c1)OCO2)C1(S(=O)(=O)c2ccccc2)CC1
→ 5.0 | -0.03
- Cc1cccc(-c2c3c(=O)n(C)c(=O)n(C)c3c3nnc4ccccc4n23)c1
→ 4.7 | 0.39
- O=C(NC1CCCC1)C(c1ccccc1)N(C(=O)c1ccco1)C1CCCC1 (stereo unspecified)
→ 3.9 | -1.81
- COc1cccc(C2CN(c3ccc(F)cc3F)N=C2c2cccs2)c1OC (stereo unspecified)
→ -9.5 | -2.22
- O=C(CN1CCCCC1)N1CCCc2c1c(=O)oc1ccc(OCc3ccccc3)cc21
→ 7.2 | -0.52

From PubChem
